Imprint erasure: genomic imprint erasure induction; mouse ES Peg3-LacZ reporter, beta-gal luminescence, 40 h; 110,000 tested, 0.02% active; AID 1948; Potency, µM (titrated, usually from 60.7 µM), inactives show at the top dose activity change, positive = activation, actives largely listed as activators;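 further: 0% = negative control wells on the plate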
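Gelatin-coated wells received 300 freshly trypsinized female ES cells with a Peg3LacZ-Neo reporter on the maternal allele, then incubated 40 hours at 37C. BetaGlo was added for 5 minutes at room temperature before a single luminescence read.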
p53ts 39C tox: kills p53ts cells at the nonpermissive temperature; AID 902; H1299-p53A138V viability at 39C, ATP luminescence, 24 h; Potency, µM (series often up to 46.1 µM), for inactives: at the highest dose activity change, negative = cell killing, hits mostly cytotoxic; 130,000 tested, 1.5% active; further: nearly all actives have a fitted effect of over 55% in size
p53ts 32C kill: cytotoxicity in p53ts cells at permissive temperature; H1299-p53A138V at 32C, ATP luminescence viability, 24 h; Potency, µM (series often up to 46.1 µM), for the others: at the top dose activity change, negative = cytotoxicity, hits mostly cytotoxic; 130,000 tested, 0.93% active;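 further: 0% = DMSO and -100% = full killing by reference compound; nearly all actives have a fitted effect of over 55% in size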
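ATP-content luminescence (ATPlite) read-out after 24 h compound exposure at 32C in H1299-p53A138V cells (600/well). Tested up to 46 uM. Normalized to DMSO (0%) and 100 uM tamoxifen (100% killing); Hill-fit AC50.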
IkB signaling: suppresses IkB signaling in ABC-DLBCL reporter cells. ABC-DLBCL IkBa-CBG/CBR dual luciferase ratio, 4 h; response scale: scaled: untreated 0%, proteasome inhibitor 100%. Potency, µM (doses to about 57.1 µM), inactives show at the highest dose IkBa stabilization activation. 110,000 tested, 0.04% active. AID 445; active means well fitted curve in the direction sought with a large enough effect in the signal ratio, not every such curve was filed as active; inconclusive means small, poorly fitted or top-dose-only effect, or a change in a side signal; the % refers to the signal ratio;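 further: the direction sought is a rising ratio; 0% = basal untreated cells and 100% = reference inhibitor full response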
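Curves were fitted separately to fusion (green), unfused (red) and ratio luminescence, then classed by r2, magnitude and activity. Cells: OCI-Ly3, 4 h compound plus doxycycline at 37C; 10 uM MG-132 defined full response.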
Numbers without * were called inactive; u = inconclusive; x = no result given; [ ] = another dose, or the depositor's remark. Unless noted, the call rests on the fitted dose curve; in most records, active means well fitted curve in the direction sought with a large enough effect; inconclusive means small, poorly fitted or top-dose-only effect, or another doubt; inactive means no such curve, though single readings can be large; an effect the other way counts as inactive or inconclusive. Unless noted, on the % scale 0 is the no-effect control and ±100 the full control effect; potency means the concentration at half of the fitted maximal effect. Random draw from the library. About 1.7% of those tested had a hit in this group.

| Compound | Imprint erasure | p53ts 39C tox | p53ts 32C kill | IkB signaling |
| --- | --- | --- | --- | --- |
| CCOC(=O)/C(C#N)=C/c1cn(CCC(=O)O)nc1-c1ccc(Cl)cc1 | x | -6% | -1% | x |
| COC(=O)c1ccc(N2C(=O)CC(NCc3ccccc3)C2=O)cc1 (stereo unspecified) | 1% | -8% | -6% | 0.8% |
| COc1cccc(C(=O)Nc2nc3nc(-c4ccccc4)cc(=O)n3[nH]2)c1 | -12%[10.9 µM] | -21% | -1% | u |
| COC(=O)Nc1c(C)nn(Cc2ccccc2C)c1C | -7% | 13% | -3% | 1.5% |
| O=C(Nc1ccc(N2CCOCC2)cc1)c1cc2ccccc2o1 | x | u | u | x |
| COc1ccc(C(=O)N2CCC[C@@]3(CCN(c4cccc(-c5ccccc5)c4)C3)C2)cc1 | x | 1% | -1% | u |
| Cc1cc(=O)n2nc(N3CCCC3C(=O)NCc3ccccn3)sc2n1 (stereo unspecified) | -9% | -6% | -1% | 0.2% |
| CCc1ccc2oc(-c3cccc(NC(=O)c4cc5ccccc5o4)c3)nc2c1 | -10%[10.9 µM] | -27% | -19% | u |
| COc1ccc(-c2cn3c(n2)sc2cc(C(=O)Nc4cccc(SC)c4)ccc23)cc1 | -15%[10.9 µM] | -5% | 18% | -0.8% |
| Cc1csc(NC(=O)c2ccoc2C)n1 | -96%[inhibitor] | -3% | 2% | u |
| CCCc1n[nH]c2c1/C(=N/O)CC(c1ccccc1)C2 (stereo unspecified) | 2% | -18% | -19% | 0.6% |
| COc1ccccc1C(=O)NC1(C(F)(F)F)C(=O)Nc2c1c(=O)[nH]c(=O)n2-c1ccccc1 (stereo unspecified) | 19%[10.9 µM] | 19% | 6% | -3.8% |

Ordered by SMILES length (lowest first): four of the compounds above.
| Compound | Imprint erasure | p53ts 39C tox | p53ts 32C kill | IkB signaling |
| --- | --- | --- | --- | --- |
| Cc1csc(NC(=O)c2ccoc2C)n1 | -96%[inhibitor] | -3% | 2% | u |
| CCCc1n[nH]c2c1/C(=N/O)CC(c1ccccc1)C2 (stereo unspecified) | 2% | -18% | -19% | 0.6% |
| Cc1cc(=O)n2nc(N3CCCC3C(=O)NCc3ccccn3)sc2n1 (stereo unspecified) | -9% | -6% | -1% | 0.2% |
| CCOC(=O)/C(C#N)=C/c1cn(CCC(=O)O)nc1-c1ccc(Cl)cc1 | x | -6% | -1% | x |

Next entries:
| Compound | Imprint erasure | p53ts 39C tox | p53ts 32C kill | IkB signaling |
| --- | --- | --- | --- | --- |
| CN(C1CCS(=O)(=O)C1)S(=O)(=O)c1ccc(C2CCCCC2)cc1 (stereo unspecified) | -7% | 6% | 2% | 3.1% |
| CCCS(=O)(=O)c1nc(S(=O)(=O)c2ccc(C)cc2)c(NCc2ccccc2)s1 | -10%[10.9 µM] | -3% | 2% | 0.8% |
| CCOc1ccc(N(CC(=O)NCc2ccccc2OC)S(C)(=O)=O)cc1 | x | 3% | -7% | 1.9% |
| CC#C[C@]1(O)CC[C@H]2[C@@H]3CCC4=CC(=O)CCC4=C3[C@H](c3ccc(N(C)C)cc3)C[C@@]21C | -4% | 72%[activator] | 18% | u |
| O=C(Nn1cnnc1)C(Sc1ccccc1)c1ccccc1 (stereo unspecified) | -1% | -7% | 2% | 4.1% |
| CCOC(=O)Cn1c(=O)n(CC2CCCO2)c2nc(-c3ccccc3Cl)nc(C(N)=O)c21 (stereo unspecified) | -11%[10.9 µM] | u | 2% | u |
| CC(C)COc1ccc(C2NC(=O)NC2=O)cc1 (stereo unspecified) | -3% | 8% | -1% | -0.9% |
| CCOC(=O)N1CCC(NC(=O)c2cc(C(=O)NC3CCCC3)ccc2CO)CC1 | -4% | 8% | 5% | -1.6% |
| COc1cc(NC(=O)C2=C(N3CCOCC3)/C(=C/c3ccc(Cl)cc3)CC2)cc(OC)c1OC | x | 2% | 5% | x |
| CCc1ccc(NC(=O)c2cc3c(COC(C)=O)cnc(C)c3oc2=O)cc1 | -9%[10.9 µM] | -13% | 4% | 0.2% |
| Cc1ccc(NC(=O)CCSc2nnc(-c3ccco3)o2)cc1 | x | -3% | -4% | -1.4% |
| Cc1ccc(C)c(NC(=O)CN(C)S(=O)(=O)c2ccccc2)c1 | -14% | 0% | 3% | 0.3% |
| COc1ccc(C2(CCN)CC(C)N(C)CC2C)cc1 (stereo unspecified) | -6% | -8% | -6% | -0.4% |
| COCCNC(=O)C(c1ccccc1)N(C(=O)Cn1nnc2ccccc21)c1cccnc1 (stereo unspecified) | -7% | 8% | -2% | -0.4% |
| CC(C)N1CCc2c(sc(NC(=O)c3ccc(S(=O)(=O)N(C)C4CCCCC4)cc3)c2C(N)=O)C1 | -18%[10.9 µM] | u | -4% | u |
| Cc1oc2ncnc(N)c2c1C | 10% | 13% | 5% | -0.8% |
| COc1cc(NC(=O)c2nn(C)c3c2CS(=O)(=O)c2ccccc2-3)cc(OC)c1 | -10%[10.9 µM] | 3% | -3% | 1.7% |
| Cc1ccc2scc(N3CCN(c4ccc(F)cc4)CC3)c(=O)c2c1 | -8%[10.9 µM] | 10% | 6% | u |
| O=c1c(-c2ccccc2)nc2cnc(Nc3ccccc3)nc2n1Cc1cccs1 | -11% | -9% | -7% | -6.2%[11.4 µM] |
| Fc1ccc2c(Cl)c(-c3nnc(-c4cccs4)o3)sc2c1 | 12% | -9% | -12% | u |
| Cc1ccc(C)c(CN2C(=O)c3ccccc3Sc3ccc(C(=O)NCc4ccc5c(c4)OCO5)cc32)c1 | -19%[10.9 µM] | -14% | 14% | u |
| COc1ccccc1/C=C/c1nc(C#N)c(N2CCCCC2)o1 | -7%[10.9 µM] | -24% | -7% | u |
| CC1CCC(NC(=O)c2ccc3c(c2)N(Cc2ccccc2F)C(=O)c2ccccc2S3)CC1 (stereo unspecified) | -14%[10.9 µM] | -7% | 17% | -1.4% |
| Cc1cc(NC(=O)CN2C(=O)c3cccnc3Sc3ccccc32)ccc1Br | -9%[10.9 µM] | -7% | 21% | u |
| CCN1C(=O)[C@H]2[C@H]3[C@H](O)[C@H](O)C/C(=N/O[C@@H](C)CN4CCCCc5nc(C)c(C)cc54)[C@@H]3CC[C@@H]2C1=O | x | 4%[9.22 µM] | -5%[9.22 µM] | x |
| Cc1onc(-c2c(Cl)cccc2Cl)c1C(=O)NCc1ccco1 | -19% | 15% | 2% | u |
| COC(=O)CN=C1OC(=O)N2C(=O)C3=C4C(C[C@H]5C(=O)N(c6ccccc6)C(=O)[C@H]5[C@H]4[C@@]12Cc1ccccc1)[C@H]1C(=O)N(c2ccccc2)C(=O)[C@H]1[C@H]3C (stereo partly specified) | -4% | 4% | 13% | x |
| CN(C)CCNC(=O)c1ccc2c(=O)n3c(nc2c1)CCCCC3 | -8%[10.9 µM] | 2% | -4% | -1.5% |
| COc1ccccc1OCC(=O)Nc1ccc(Cl)cc1 | x | -11% | -3% | x |
| CCCSc1ncc(Cl)c(C(=O)N2CCN(c3ccc(OC)cc3)CC2)n1 | -8%[10.9 µM] | 4% | 3% | u |
| Cc1cc(C(=O)NCCCN2CCN(C3CCCCC3)CC2)n(-c2ccccc2)n1 | -18% | 2% | 4% | 2.6% |
| CN1C(=O)c2cccc3c(S(=O)(=O)NCc4ccco4)ccc1c23 | -31%[inhibitor] | 1% | 16% | u |
| N#CC(C(=O)NC1CCCCC1)c1nc2ccccc2nc1N1CCOCC1 (stereo unspecified) | 4% | 3% | 5% | 0.3% |
| O=C(Nc1ccccc1C(F)(F)F)C1(S(=O)(=O)c2ccc(Cl)cc2)CC1 | -2%[10.9 µM] | -1% | 7% | u |
| Cc1cc(C)c(NC(=O)COc2ccc3c(C)cc(=O)oc3c2)c(C)c1 | -11%[10.9 µM] | 17% | 4% | 1.9% |
| COc1cc(-c2nnc(COc3ccc4cc(Br)ccc4c3)o2)cc(OC)c1OC | -17% | -22% | -9% | 1.4% |
| CCOc1ccc(C(=O)CN2CCN(S(=O)(=O)c3ccc(Cl)cc3)CC2)cc1 | -37%[inhibitor] | -13% | 2% | 1.0% |
| Nc1ccnn1Cc1cccnc1 | -4% | -1% | -3% | 1.3% |
| O=C(Nc1cc(-c2nc3ccccc3o2)ccc1Cl)c1cc([N+](=O)[O-])ccc1N1CCOCC1 | -5%[10.9 µM] | 5% | -9% | 2.6% |
| O=C1CCCCC1Sc1nnc(Cc2cccs2)n1CCc1ccccc1 (stereo unspecified) | -11% | -1% | 4% | 0.8% |
| O=c1cc(-c2ccccc2)[nH]c2nc(Cl)ccc12 | -27% | 10% | 23% | u |
| Cc1cc(C)nc(NC2=NCC(=O)N2c2ccc(F)c(Cl)c2)n1 | -2% | 6% | 11% | 0.5% |
| Cn1c(-c2ccc3c(c2)OCO3)cnc1NCc1ccccc1 | -39%[inhibitor] | u | -23% | 3.6% |
| O=C(NC(C(=O)c1ccccc1)N1CCCCC1)c1ccccc1 (stereo unspecified) | x | -10% | -14% | x |
| CC(C)N=C(N)/N=C(\N)Nc1ccc(Cl)cc1 | -8%[16.8 µM] | -1%[20.6 µM] | -2%[20.6 µM] | 1.0%[25.6 µM] |
| Cc1ccc(NC(=O)C2CCN(c3cc(C)nc4c(-c5ccc(Cl)cc5)c(C)nn34)CC2)c(C)c1 | -12%[10.9 µM] | -16% | 8% | -0.8% |
| Cc1ccc(N2CC(NC(=O)c3cccs3)CC2=O)cc1 (stereo unspecified) | u | -12% | -10% | 0.2% |
| Cc1cnc(-c2nnc(N(C)C(=O)C3CCOC3)s2)cn1 (stereo unspecified) | -48%[inhibitor] | -6% | -4% | -1.2% |
| COC(=O)c1ccc(C23CC4(C2)[C@H](CN(Cc2ccc(-c5ccccc5)cc2)[C@@H]4c2ccccc2)C3c2ccccc2)cc1 (stereo partly specified) | -12% | 5% | -2% | x |
| CN1C(=O)C(O)(C2COC(C)(C)CC2=O)c2cc(Br)ccc21 (stereo unspecified) | -29% | u | 17% | u |
| CC(C)c1ccc(-c2noc(SCC(=O)N3CCN(c4ccccc4F)CC3)n2)cc1 | -13%[10.9 µM] | 6.3µM* | u | -4.1% |
| Cn1cc(C(=O)c2ccc(Cl)cc2)cc1-c1nc2ccccc2n1C | -22% | 2% | 16% | u |
| COCCOC(=O)C1=C(C)NC(C)=C(C(=O)OC(C)C)[C@H]1c1cccc([N+](=O)[O-])c1 | -13%[16.8 µM] | 10%[20.6 µM] | 19%[20.6 µM] | 1.0%[25.6 µM] |
| Cc1ccc(C)c(N2CCN(C(=O)CCCCCn3c(=O)[nH]c4ccccc4c3=O)CC2)c1 | -13%[10.9 µM] | u | u | u |
| O=c1[nH]cnc2cc(Cl)ccc12 | 6% | -4% | 3% | 0.5% |
| Cc1ccccc1CN1C(=O)c2ccccc2Sc2ccc(C(=O)N3CCCC3)cc21 | -14%[10.9 µM] | -5% | 16% | -0.6% |
| COc1ccc2cc(C(=O)NCCO)sc(=O)c2c1OC | x | 12% | 4% | x |
| COCCOC(=O)c1cc(C(=O)c2cc(F)ccc2O)coc1=N | -3% | 8% | 4% | u |
| COc1ccccc1-c1nc(SCC(=O)O)n[nH]1 | -7% | 12% | 7% | -0.3% |
| Cc1cnc(NC(=O)C(C)N2C(=O)C3CC=CCC3C2=O)s1 (stereo unspecified) | -9% | 1% | -7% | 1.9% |
| Cc1nc2ccc(S(=O)(=O)NCC(=O)Nc3ccc(F)cc3F)cc2s1 | 3%[10.9 µM] | 2% | 2% | -0.2% |
| N#Cc1nc(-c2ccc(OCc3ccc(Cl)cc3)cc2)oc1N1CCOCC1 | -1% | 4% | 0% | -2.3% |
| CC1CN(c2cc(=O)n(-c3cccc(Br)c3)c(=O)[nH]2)CC(C)O1 (stereo unspecified) | -6% | 19% | 8% | -2.4% |

Part of the list above, field by field.
COc1ccc2cc(C(=O)NCCO)sc(=O)c2c1OC
  Imprint erasure = x
  p53ts 39C tox = 12%
  p53ts 32C kill = 4%
  IkB signaling = x
COCCOC(=O)c1cc(C(=O)c2cc(F)ccc2O)coc1=N
  Imprint erasure = -3%
  p53ts 39C tox = 8%
  p53ts 32C kill = 4%
  IkB signaling = u
COc1ccccc1-c1nc(SCC(=O)O)n[nH]1
  Imprint erasure = -7%
  p53ts 39C tox = 12%
  p53ts 32C kill = 7%
  IkB signaling = -0.3%

Screening data deposited in PubChem by National Center for Advancing Translational Sciences (NCATS).
